FLuc act counter: affects firefly luciferase, flagging false hits in luciferase stimulation screens; AID 1027; activation factor at 10 µM; 200,000 tested, under 10 active; P08659; ATPlite luciferase biochemical, luminescence, 10 min; 0 = ATP-free wells, 1 = DMSO control;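 active = luciferase activation factor, scaled between plate controls, of at least 2 with compound at 10 µM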
Target sequence (P08659 whole entry, looked up): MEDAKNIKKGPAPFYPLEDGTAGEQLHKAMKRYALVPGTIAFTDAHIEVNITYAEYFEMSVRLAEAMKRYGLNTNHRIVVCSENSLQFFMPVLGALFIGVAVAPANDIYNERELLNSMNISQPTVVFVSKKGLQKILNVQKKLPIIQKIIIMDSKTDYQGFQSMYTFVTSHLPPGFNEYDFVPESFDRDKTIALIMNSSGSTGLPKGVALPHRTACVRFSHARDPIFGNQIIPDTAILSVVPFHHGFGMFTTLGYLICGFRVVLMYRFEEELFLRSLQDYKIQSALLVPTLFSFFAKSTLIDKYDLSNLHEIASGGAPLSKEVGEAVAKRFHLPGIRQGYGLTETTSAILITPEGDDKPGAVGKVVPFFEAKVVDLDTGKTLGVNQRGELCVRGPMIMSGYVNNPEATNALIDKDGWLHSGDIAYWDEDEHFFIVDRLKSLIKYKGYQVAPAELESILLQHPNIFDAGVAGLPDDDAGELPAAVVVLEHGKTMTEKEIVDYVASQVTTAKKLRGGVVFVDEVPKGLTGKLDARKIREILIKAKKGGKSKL
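System: luciferase plus luciferin reagent, cell-free; medium: PBS as buffer for the ATP substrate; dosing: test compounds dosed from 2 mM stocks in 100% DMSO; timing: 10 min post-reagent at room temperature; measured by: luminescence measurement of luciferase light output; evaluation: luciferase activation, seen as luminescence increase over controls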
G6PDH counter: inhibits Leuconostoc G6PDH, flagging false hits in G6PDH-based assays | Purified L. mesenteroides G6PDH, diaphorase/resazurin coupled fluorescence, 45 min | inhibition, % at 5 µM | 200,000 tested, 0.12% active; in the data active = inhibition above about 50%
Diaph act CS: counter-screen for diaphorase-based assays: diaphorase activators and chemical reducers; Diaphorase/resazurin coupled assay, resorufin fluorescence, 16 min; hits give high values; 1 = vehicle wells, 0 = NADH-free wells; activation factor at 20 µM; 190,000 tested, 0.005% active;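 active = diaphorase activity raised at least twofold by the compound at 20 µM; inactive = activation factor below 2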
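Test system: Clostridium kluyveri diaphorase, purified enzyme. Buffer or medium: 50 mM HEPES pH 7.4 buffer plus MgCl2 and Tween 20. Also added: 0.114 mM NADH and 0.1 mM resazurin, final amounts. Dosing: compound 20 µM once, DMSO 1%. Schedule: 16 min enzyme reaction, ambient temperature. Detection: fluorescence of resorufin, 544 nm excitation, 590 nm emission.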
PMI act: increases human mannose-6-phosphate isomerase activity; 190,000 tested, 0.005% active; activation factor at 20 µM; P34949; purified human PMI, coupled resazurin fluorescence, 20 min; hits give high values; 1 = vehicle control, 0 substrate-free wells;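 active = activation factor of 2 or more at 20 µM, relative to plate controls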
Target sequence (P34949 whole entry, looked up): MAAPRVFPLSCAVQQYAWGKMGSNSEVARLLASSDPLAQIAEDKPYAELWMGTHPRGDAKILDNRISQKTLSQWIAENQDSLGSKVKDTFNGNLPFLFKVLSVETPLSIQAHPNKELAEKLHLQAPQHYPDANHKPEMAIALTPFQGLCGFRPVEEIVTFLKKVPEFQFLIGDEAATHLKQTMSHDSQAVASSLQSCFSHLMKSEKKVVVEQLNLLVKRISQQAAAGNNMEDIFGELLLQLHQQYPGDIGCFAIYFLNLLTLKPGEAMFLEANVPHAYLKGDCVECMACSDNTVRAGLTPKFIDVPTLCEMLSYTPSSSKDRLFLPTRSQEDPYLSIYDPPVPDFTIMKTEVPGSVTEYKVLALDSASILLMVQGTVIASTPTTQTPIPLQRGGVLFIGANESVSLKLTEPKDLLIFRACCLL
TNAP inh no acc: blocks human TNAP activity with no phosphate acceptor present. inhibition, % at 20 µM. purified TNAP, CDP-star luminescence, 30 min. AID 1012. 200,000 tested, 0.26% active;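 active = tissue-nonspecific alkaline phosphatase inhibition above about 50% at 20 µM in the single-dose screen, limit read from the data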;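 also: 0% = DMSO negative control and 100% = EDTA positive control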
PMI act satM6P: increases human PMI activity with near-saturating mannose 6-phosphate; coupled PMI enzyme assay, resazurin fluorescence, 20 min; hits give high values; 1 = untreated enzyme, 0 = substrate-free blank; activation factor at 20 µM; 190,000 tested, 0.34% active; AID 1216;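 active = activation factor of 2 or more at 20 µM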
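Test system: Human PMI in coupled enzyme assay | Input: 15 ng/mL PMI | Medium: HEPES-buffered pH 7.4 with magnesium and detergent | Compound: One concentration, 20 µM, in 1% DMSO | Incubation: Enzyme reaction with compound 20 min at room temperature | Detection: Diaphorase-driven resazurin-to-resorufin fluorescence, excitation 544, emission 590 nm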
TNAP act hi DEA: TNAP (human) activation, high acceptor | activation factor at 20 µM | P05186 | purified TNAP, CDP-star luminescence, 1 M DEA, 30 min; hits give high values; 0 = EDTA background, 1 = DMSO-only activity | 200,000 tested, under 10 active | AID 1136;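 active = activation factor at least 2 at 20 µM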
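Assay system: human TNAP; Input: enzyme diluted 1/800 final; Reagent: CDP-star luminogenic substrate at 100 µM final; Timing: 30 min, room temperature; Signal: luminescence; Evaluation: TNAP activation factor scaled between EDTA and DMSO control wells.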
TNAP inh hiacc: TNAP (human) inhibition, high acceptor. P05186. purified TNAP, CDP-star luminescence, 1 M DEA. inhibition, % at 20 µM. 200,000 tested, 0.03% active. AID 1135;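 active = over 50% inhibition of tissue-nonspecific alkaline phosphatase at 20 µM in the single-dose screen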;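 also: plate controls were DMSO wells for no effect and EDTA-quenched wells as full inhibition for full effect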
Diaph inh CS: counter-screen for diaphorase-based assays: diaphorase inhibitors and chemical oxidizers | 190,000 tested, 0.69% active | diaphorase resazurin-to-resorufin fluorescence, NADH, 16 min; bacterial (C. kluyveri) enzyme, not human | inhibition, % at 20 µM | AID 1217;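 active = primary screen inhibition at 20 µM above a set limit, cut at about 50% in these data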;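 also: plate controls were DMSO with full reaction for no effect and wells lacking NADH for full effect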
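material = Clostridium kluyveri diaphorase enzyme | amount = 0.14 U/mL diaphorase, enzyme working solution | schedule = incubation 16 min, room temperature | detection = fluorescence of resorufin formed from resazurin, Ex 544/Em 590 nm | benchmarks = positive control minus NADH, DMSO neutral control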
Efa HMGR inh: E. faecalis class II HMG-CoA reductase inhibition | inhibition, % at 10 µM | 190,000 tested, 0.41% active | purified E. faecalis HMGR, NADPH absorbance 340 nm kinetic | AID 1066;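 active = inhibition above a set limit, the median over all tested compounds plus 3 SD, cut at about 9.5% in these data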;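 also: enzyme runs in reverse so mevalonate oxidation gives rising NADPH absorbance; 0% = complete reaction with DMSO and 100% = background rate lacking mevalonate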
The depositor's hits bear a star.

`COc1cc(OC)c(C#N)c(S(=O)(=O)Cc2ccccc2)c1` gave FLuc act counter 1.1, G6PDH counter 6.1, Diaph act CS 0.9, PMI act 1.1, TNAP inh no acc -7.3, PMI act satM6P 1, TNAP act hi DEA 1, TNAP inh hiacc 0.2, Diaph inh CS 11.1 and Efa HMGR inh 0.1.
Screening CCCC(=O)Nc1nc2ccc(S(=O)(=O)N3CCCCC3)cc2s1 returned FLuc act counter 1, G6PDH counter -1.8, Diaph act CS 0.9, PMI act 1.1, TNAP inh no acc -9.1, PMI act satM6P 1, TNAP act hi DEA 1, TNAP inh hiacc -2.8, Diaph inh CS 6.4 and Efa HMGR inh -4.2.
Screening COc1ccc(C2C(C(=O)N3CCOCC3)=C(C)NC3=C2C(=O)CC(C)(C)C3)cc1O (configuration not stated) returned FLuc act counter 1, G6PDH counter 2.6, Diaph act CS 1, PMI act 0.9, TNAP inh no acc -7.1, PMI act satM6P 0.9, TNAP act hi DEA 1, TNAP inh hiacc -1.3, Diaph inh CS 1.9 and Efa HMGR inh -5.7.
For O=[N+]([O-])c1cccc(S(=O)(=O)NCCCN2CCOCC2)c1 the results were FLuc act counter 1, G6PDH counter 17.5, Diaph act CS 1, PMI act 0.9, TNAP inh no acc -17.3, PMI act satM6P 1, TNAP act hi DEA 1, TNAP inh hiacc -4.2, Diaph inh CS 0.6 and Efa HMGR inh 0.6.
CCSC1=C(C#N)C2(CCCC2)C(C#N)=C(N)N1 was read as FLuc act counter 1, G6PDH counter 7.9, Diaph act CS 0.8, PMI act 1, TNAP inh no acc -0.7, PMI act satM6P 0.9, TNAP act hi DEA 1, TNAP inh hiacc 0.7, Diaph inh CS 24.0 and Efa HMGR inh -5.6.
`Cc1cccc(NC(=S)NC2CC3CCCC(C2)N3Cc2cccs2)c1` (configuration not stated) gave FLuc act counter 1.1, G6PDH counter 1.0, Diaph act CS 0.9, PMI act 1, TNAP inh no acc -41.1, PMI act satM6P 1, TNAP act hi DEA 1.1, TNAP inh hiacc -9.9, Diaph inh CS 8.1 and Efa HMGR inh 0.7.
For CCOC(=O)c1[nH]cnc1C(=O)Nc1ccccn1 the results were FLuc act counter 1, G6PDH counter 15.6, Diaph act CS 0.9, PMI act 0.9, TNAP inh no acc -8.1, PMI act satM6P 1, TNAP act hi DEA 1, TNAP inh hiacc 0.3, Diaph inh CS 7.4 and Efa HMGR inh 2.6.
O=S1(=O)N=C2CCCCCN2C(c2ccc(Cl)cc2)N1 (configuration not stated) was read as FLuc act counter 1, G6PDH counter 4.9, Diaph act CS 1, PMI act 0.9, TNAP inh no acc -16.1, PMI act satM6P 0.9, TNAP act hi DEA 1, TNAP inh hiacc -2.4, Diaph inh CS -1.0 and Efa HMGR inh -1.0.
For CCSc1nnc(NC(=O)CSc2nccn2-c2cccc(C)c2)s1 the results were FLuc act counter 1.1, G6PDH counter 5.0, Diaph act CS 0.9, PMI act 0.9, TNAP inh no acc 6.2, PMI act satM6P 1, TNAP act hi DEA 1, TNAP inh hiacc -1.4, Diaph inh CS 13.6 and Efa HMGR inh -3.0.
Cc1ccc(C)c(OCC(=O)Nc2nonc2NC(=O)COc2cc(C)ccc2C)c1 was read as FLuc act counter 1, G6PDH counter -39.1, Diaph act CS 1, PMI act 1, TNAP inh no acc -5.2, PMI act satM6P 1.1, TNAP act hi DEA 1, TNAP inh hiacc -0.3, Diaph inh CS 3.1 and Efa HMGR inh -1.4.
`CS(=O)(=O)NCCSCc1c(Cl)cccc1Cl` gave FLuc act counter 1, G6PDH counter 9.9, Diaph act CS 0.9, PMI act 1, TNAP inh no acc -6.4, PMI act satM6P 1, TNAP act hi DEA 1, TNAP inh hiacc -2.6, Diaph inh CS 9.2 and Efa HMGR inh -0.9.
`O=S(=O)(c1ccc(Cl)cc1)N1CCN(C2CCN(Cc3ccccc3)CC2)CC1` gave FLuc act counter 1, G6PDH counter 0.7, Diaph act CS 0.9, PMI act 1, TNAP inh no acc -7.6, PMI act satM6P 1, TNAP act hi DEA 1, TNAP inh hiacc -3.4, Diaph inh CS 7.6 and Efa HMGR inh 0.0.
CN(C)CCCNC(=O)c1ccc(Oc2ccccc2)cc1 was read as FLuc act counter 1.1, G6PDH counter 5.9, Diaph act CS 1, PMI act 1.1, TNAP inh no acc -5.7, PMI act satM6P 1.1, TNAP act hi DEA 1.1, TNAP inh hiacc -5.3, Diaph inh CS 2.4 and Efa HMGR inh -6.4.
Screening Cc1nonc1CC(=O)N1CCCC(C(=O)c2cccc(C(F)(F)F)c2)C1 (configuration not stated) returned FLuc act counter 1.1, G6PDH counter 5.9, Diaph act CS 0.9, PMI act 1, TNAP inh no acc -0.4, PMI act satM6P 1.1, TNAP act hi DEA 0.9, TNAP inh hiacc 5.3, Diaph inh CS 6.3 and Efa HMGR inh -1.7.
For CC(C)[C@H](NC(=O)NCCc1ccc(Cl)cc1)C(=O)O the results were FLuc act counter 1.1, G6PDH counter 10.1, Diaph act CS 1, PMI act 1.2, TNAP inh no acc -5.1, PMI act satM6P 1.2, TNAP act hi DEA 1.1, TNAP inh hiacc -8.0, Diaph inh CS -0.8 and Efa HMGR inh 1.6.

Quoted at random: 2 entries already listed.
For CCOC(=O)c1[nH]cnc1C(=O)Nc1ccccn1 the results were FLuc act counter 1, G6PDH counter 15.6, Diaph act CS 0.9, PMI act 0.9, TNAP inh no acc -8.1, PMI act satM6P 1, TNAP act hi DEA 1, TNAP inh hiacc 0.3, Diaph inh CS 7.4 and Efa HMGR inh 2.6.
`CS(=O)(=O)NCCSCc1c(Cl)cccc1Cl` gave FLuc act counter 1, G6PDH counter 9.9, Diaph act CS 0.9, PMI act 1, TNAP inh no acc -6.4, PMI act satM6P 1, TNAP act hi DEA 1, TNAP inh hiacc -2.6, Diaph inh CS 9.2 and Efa HMGR inh -0.9.

The listing continues.
Screening Cc1ccc(/C=C2/SC(=O)NC2=S)o1 returned FLuc act counter 1, G6PDH counter 14.9, Diaph act CS 0.5, PMI act 1.5, TNAP inh no acc -12.3, PMI act satM6P 1.5, TNAP act hi DEA 0.9, TNAP inh hiacc 7.2, Diaph inh CS 46.3 and Efa HMGR inh 2.4.
`COC(=O)COc1cc2ccccc2cc1C(=O)Nc1ccccc1` gave FLuc act counter 0.9, G6PDH counter 10.3, Diaph act CS 1.1, PMI act 0.9, TNAP inh no acc -5.6, PMI act satM6P 1, TNAP act hi DEA 1.1, TNAP inh hiacc -7.6, Diaph inh CS -6.3 and Efa HMGR inh -2.9.
Screening C#CCNc1nc(CC)nc2c1nnn2Cc1ccccc1F returned FLuc act counter 1, G6PDH counter 8.6, Diaph act CS 1, PMI act 1.1, TNAP inh no acc 1.9, PMI act satM6P 1.1, TNAP act hi DEA 1, TNAP inh hiacc -4.2, Diaph inh CS 1.8 and Efa HMGR inh -4.0.
`CCOC(=O)c1ccc(NC(=O)C2(c3ccc(OC)cc3)CCOCC2)cc1` gave FLuc act counter 1.1, G6PDH counter 5.5, Diaph act CS 0.8, PMI act 0.9, TNAP inh no acc -11.8, PMI act satM6P 0.9, TNAP act hi DEA 1.1, TNAP inh hiacc -5.7, Diaph inh CS 17.3 and Efa HMGR inh -1.1.
Screening CCOC(=O)C1CCN(Cc2ccccc2C(F)(F)F)CC1 returned FLuc act counter 1, G6PDH counter 16.2, Diaph act CS 0.8, PMI act 1, TNAP inh no acc -4.6, PMI act satM6P 1.1, TNAP act hi DEA 1, TNAP inh hiacc -1.4, Diaph inh CS 15.2 and Efa HMGR inh -1.8.
`CCC(C)NC(=O)CSc1nnc(-c2c[nH]c3ccccc23)o1` (configuration not stated) gave FLuc act counter 1, G6PDH counter 9.2, Diaph act CS 1, PMI act 1.2, TNAP inh no acc 0.3, PMI act satM6P 1.2, TNAP act hi DEA 1, TNAP inh hiacc -3.9, Diaph inh CS -2.5 and Efa HMGR inh 6.7.
For CCCn1c(SCC(=O)c2ccc3c(c2)OCCO3)nnc1-c1ccco1 the results were FLuc act counter 1, G6PDH counter -4.4, Diaph act CS 0.9, PMI act 1, TNAP inh no acc -15.8, PMI act satM6P 1, TNAP act hi DEA 1, TNAP inh hiacc -3.9, Diaph inh CS 5.9 and Efa HMGR inh -1.5.
COC(=O)CNC(=O)CSc1nnc2cc(C)c3ccccc3n12 was read as FLuc act counter 1, G6PDH counter 3.4, Diaph act CS 0.9, PMI act 1, TNAP inh no acc -12.2, PMI act satM6P 1.1, TNAP act hi DEA 1, TNAP inh hiacc -3.9, Diaph inh CS 6.1 and Efa HMGR inh -18.6.
COC(=O)c1c(C)[nH]c(C(=O)CC#N)c1C was read as FLuc act counter 1.1, G6PDH counter -3.8, Diaph act CS 0.9, PMI act 0.9, TNAP inh no acc -6.3, PMI act satM6P 0.9, TNAP act hi DEA 1, TNAP inh hiacc -2.9, Diaph inh CS 10.4 and Efa HMGR inh -0.9.
Cc1ccc(NC(=O)CSc2nnc(CCNC(=O)OC(C)(C)C)o2)c(C)c1 was read as FLuc act counter 1, G6PDH counter 7.3, Diaph act CS 1, PMI act 1, TNAP inh no acc -12.9, PMI act satM6P 1, TNAP act hi DEA 1, TNAP inh hiacc 0.3, Diaph inh CS 1.8 and Efa HMGR inh -2.6.
Screening Brc1ccc(-c2cn3cccnc3n2)cc1 returned FLuc act counter 0.6, G6PDH counter 9.9, Diaph act CS 1, PMI act 1.1, TNAP inh no acc -12.0, PMI act satM6P 1.2, TNAP act hi DEA 1.1, TNAP inh hiacc -5.8, Diaph inh CS -0.1 and Efa HMGR inh -13.4.
For Nc1cccc(-c2nc3cc(S(=O)(=O)c4ccc5oc(-c6cccc(N)c6)nc5c4)ccc3o2)c1 the results were FLuc act counter 1, G6PDH counter 2.3, Diaph act CS 0.9, PMI act 1, TNAP inh no acc 11.2, PMI act satM6P 0.9, TNAP act hi DEA 1, TNAP inh hiacc 1.7, Diaph inh CS 6.8 and Efa HMGR inh -8.2.
For CCC1CCCCN1CCCNC(=O)CCCNC(=O)Cn1cnc2sc3c(c2c1=O)CCCC3 (configuration not stated) the results were FLuc act counter 1.1, G6PDH counter -1.5, Diaph act CS 1.1, PMI act 1.1, TNAP inh no acc -13.9, PMI act satM6P 1.1, TNAP act hi DEA 1, TNAP inh hiacc -3.2, Diaph inh CS -10.8 and Efa HMGR inh 1.3.

Bioassay records: PubChem BioAssay, several laboratories
